Assay outcomes from PubChem BioAssay.
FUS yeast rescue: rescues growth of FUS-expressing yeast | S. cerevisiae FUS-expressing, growth rescue, OD600, 24 h | 0.24% of 390,000 active | AID 1347120 | Potency, µM (titrated, usually from 76.6 µM), inactives show top-dose growth rescue (activation), most hits filed as activators;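 further: potency means the concentration at half of the fitted maximal effect; plate controls were DMSO vehicle for no effect and reference control for full effect; nearly all actives have a fitted effect of over 55% in size; some results filed as inactive show a strong effect at the top dose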
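Toxicity suppression screen in FUS-yeast. Cells induced with 2% galactose, starting OD 0.005, treated 24hr at 30C with compounds at multiple final concentrations; growth by OD600.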
PLK1 PBD block: PLK1 (human) polo-box domain binding inhibition; P53350; Potency, µM, inactives show max response, negative = inhibition, hits mostly inhibitors; 2.8% of 360,000 active; AID 720504; Plk1 PBD binding of FITC phosphopeptide, fluorescence polarization; further: potency means the concentration at half of the fitted maximal effect; series mostly up to about 57 µM; on the % scale 0 is the no-effect control and ±100 the full control effect; nearly all actives have a fitted effect of over 65% in size
PI5P4K alpha inh: blocks human PI5P4K alpha kinase activity; P48426; PI5P4Kalpha enzyme, ADP-Glo luminescence, 60 min; hits give low values; max response, %; 1.2% of 330,000 active; AID 652105; active means max response of -50% or lower; inconclusive means between -30% and -50%; inactive means -30% or higher; further: value at the top dose of about 77 µM; on the % scale 0 is the no-effect control and ±100 the full control effect
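Enzyme plus substrate dispensed, test compounds pinned in, then ATP (5 microM final) added. After 60 min at RT, ADP-Glo reagent 1 for 45 min and reagent 2 for 30 min preceded luminescence imaging.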
IL-2 act: IL-2 activation; AID 652025; activation, % (series mostly up to about 46 µM); IL-2 activation reporter assay, cell-based qHTS; stimulated with anti-CD3/CD4/CD28 beads; in transgenic mouse T cells; 0.065% of 360,000 active; in the data active means activation above about 50%; inconclusive means mostly about 30% to 49%; further: 0% is about no effect
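Unstimulated transgenic mouse T cells, 750 per well, received compound and, after 60 minutes, anti-CD3/anti-CD4 bead plus anti-CD28 stimulation. EGFP and DsRed were quantified after 18 hours.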
EPAC1 antag: EPAC1 (human) antagonism. O95398. EPAC1 GEF assay, Rap1b-BODIPY-GDP exchange fluorescence. Potency, µM (top dose mostly 115 µM), inactives show top-dose activity change, negative = inhibition, hits mostly inhibitors. 0.14% of 360,000 active;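 further: potency means the concentration at half of the fitted maximal effect; plate controls were vehicle for no effect and positive control for full effect; nearly all actives have a fitted effect of over 50% in size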
Abeta rescue: compounds reversing amyloid beta toxicity in yeast. yeast expressing A-beta42, growth rescue, OD600, 48 h; response scale: 0% DMSO, 100% iron-clioquinol control. Potency, µM (top dose mostly 46.1 µM), for the others: top-dose growth rescue, usual class: activators. 0.063% of 410,000 active; further: potency means the concentration at half of the fitted maximal effect; nearly all actives have a fitted effect of over 55% in size
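Yeast growth medium received pinned compounds, then yeast cells expressing toxic A-beta were added; plates incubated at 30 C for 48 hr. Growth read as absorbance at 600 nm, normalized to DMSO and equimolar FeCl3 plus clioquinol controls.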
EPAC1 agonist: EPAC1 (human) agonism; O95398; EPAC1 agonist qHTS, biochemical assay; response scale: 100% = response to 6.5 mM cAMP; 0.073% of 360,000 active; Potency, µM (doses to about 154 µM), for inactives: top-dose activation, actives largely listed as activators; further: potency means the concentration at half of the fitted maximal effect; nearly all actives have a fitted effect of over 60% in size
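Multi-concentration qHTS readout: loss of Rap1B-bound BODIPY-GDP fluorescence driven by 100 nM EPAC1 with excess GDP (50 uM), monitored kinetically at room temperature; agonist response expressed relative to 6.5 mM cAMP.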
WRN helicase inh: blocks human WRN helicase; Q14191; WRN helicase unwinding, fluorescent forked duplex, kinetic; Potency, µM (doses to about 114 µM), for the others: at the highest dose activity change, negative = inhibition, usual class: inhibitors; 0.46% of 360,000 active; further: potency means the concentration at half of the fitted maximal effect; on the % scale 0 is the no-effect control and ±100 the full control effect; nearly all actives have a fitted effect of over 55% in size
Target sequence (Q14191 whole entry, looked up): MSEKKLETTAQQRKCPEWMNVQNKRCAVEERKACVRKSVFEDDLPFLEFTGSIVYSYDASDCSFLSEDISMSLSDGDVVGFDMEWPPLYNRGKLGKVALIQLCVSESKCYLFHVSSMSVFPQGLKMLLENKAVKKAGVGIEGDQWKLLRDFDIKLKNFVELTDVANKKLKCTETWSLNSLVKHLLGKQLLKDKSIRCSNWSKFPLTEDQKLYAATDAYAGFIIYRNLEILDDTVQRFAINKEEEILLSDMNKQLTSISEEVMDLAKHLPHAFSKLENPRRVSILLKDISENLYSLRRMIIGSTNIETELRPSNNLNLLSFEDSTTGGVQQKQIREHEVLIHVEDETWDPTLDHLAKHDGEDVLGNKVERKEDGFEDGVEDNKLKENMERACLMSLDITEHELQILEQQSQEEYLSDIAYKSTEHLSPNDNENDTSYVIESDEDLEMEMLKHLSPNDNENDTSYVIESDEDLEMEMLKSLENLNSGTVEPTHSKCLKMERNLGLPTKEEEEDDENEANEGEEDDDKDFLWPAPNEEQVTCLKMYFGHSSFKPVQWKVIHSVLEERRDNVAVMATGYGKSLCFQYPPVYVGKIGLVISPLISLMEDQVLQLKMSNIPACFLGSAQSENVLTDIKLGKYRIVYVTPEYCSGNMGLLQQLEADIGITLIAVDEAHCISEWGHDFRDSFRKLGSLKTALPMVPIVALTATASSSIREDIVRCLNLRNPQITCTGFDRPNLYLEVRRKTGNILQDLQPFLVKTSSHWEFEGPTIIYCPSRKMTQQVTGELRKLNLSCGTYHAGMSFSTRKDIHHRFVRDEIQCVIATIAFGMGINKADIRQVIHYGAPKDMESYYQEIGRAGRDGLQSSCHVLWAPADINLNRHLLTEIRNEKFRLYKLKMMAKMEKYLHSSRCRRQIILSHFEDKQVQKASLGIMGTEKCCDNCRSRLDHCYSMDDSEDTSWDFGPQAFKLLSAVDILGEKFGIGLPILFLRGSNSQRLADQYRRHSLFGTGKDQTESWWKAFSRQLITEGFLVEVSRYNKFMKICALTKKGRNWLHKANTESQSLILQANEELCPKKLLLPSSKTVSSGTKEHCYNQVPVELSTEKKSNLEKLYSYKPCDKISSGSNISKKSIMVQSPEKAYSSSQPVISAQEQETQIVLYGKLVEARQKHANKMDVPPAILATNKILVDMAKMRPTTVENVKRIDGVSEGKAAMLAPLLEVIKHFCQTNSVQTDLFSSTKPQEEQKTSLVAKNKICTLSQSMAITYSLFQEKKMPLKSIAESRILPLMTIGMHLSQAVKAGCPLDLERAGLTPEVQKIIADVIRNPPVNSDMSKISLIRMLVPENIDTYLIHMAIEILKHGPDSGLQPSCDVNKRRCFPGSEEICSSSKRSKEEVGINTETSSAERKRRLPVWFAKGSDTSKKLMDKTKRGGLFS
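Screening of the MLSMR collection measured strand separation of a quenched forked DNA duplex (100 nM) by 20 nM WRN with 2 mM ATP, all final. Compounds were preincubated with enzyme 15 min at room temperature.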
* marks the source's active call; other numbers are inactive results; [ ] = remark or other dose. Unless noted, the call rests on the fitted dose curve; in most records, active means well fitted curve in the direction sought with a large enough effect; inconclusive means small, poorly fitted or top-dose-only effect, or another doubt; inactive means no such curve, though single readings can be large; an effect the other way counts as inactive or inconclusive.

What do the screens show for `Cc1nnnn1/C(=C\c1ccccc1)C(=O)OCC(=O)Nc1ccc(Cl)cc1F`?
FUS yeast rescue: -1%; PLK1 PBD block: -29%; PI5P4K alpha inh: -7; IL-2 act: -6.6; EPAC1 antag: 18%; Abeta rescue: -90%[inhibitor]; EPAC1 agonist: -1%; WRN helicase inh: -20%

Results for Cc1ccsc1/C=C1\CCC(C2CCCC2)C1=O (stereo not given) ?
FUS yeast rescue: 24%; PLK1 PBD block: -4%; PI5P4K alpha inh: 12; IL-2 act: -0.5; EPAC1 antag: 19%; Abeta rescue: -18%; EPAC1 agonist: -1%; WRN helicase inh: -17%

Results for C=CCn1c(SCC(=O)c2cc(C)n(C)c2C)nnc1-c1ccncc1 ?
FUS yeast rescue: 32%; PLK1 PBD block: -7%; PI5P4K alpha inh: 2; IL-2 act: -0.1; EPAC1 antag: -2%; Abeta rescue: -9%; EPAC1 agonist: 1%; WRN helicase inh: -6%

Results for COc1ccccc1-n1cnnc1SCC(=O)N1CCN(C(=O)c2ccco2)CC1 ?
FUS yeast rescue: -17%; PLK1 PBD block: -1%; PI5P4K alpha inh: 0; IL-2 act: -0.4; EPAC1 antag: 10%; Abeta rescue: 10%; EPAC1 agonist: -9%; WRN helicase inh: 7%

How did Cc1cc(C)nc(SCc2nnc(SCC(=O)Nc3nc(-c4ccccc4)cs3)n2-c2ccccc2)n1 do in these assays?
FUS yeast rescue: inconclusive; PLK1 PBD block: inconclusive; PI5P4K alpha inh: 9; IL-2 act: 2.2; EPAC1 antag: -6%; Abeta rescue: 5%; EPAC1 agonist: 0%; WRN helicase inh: -8%

Results for OC(CN1C2=NCCCN2c2ccccc21)c1ccc(Cl)cc1 (stereo not given) ?
FUS yeast rescue: -21%; PLK1 PBD block: -13%; PI5P4K alpha inh: -4; IL-2 act: -3.2; EPAC1 antag: 6%; Abeta rescue: 4%; EPAC1 agonist: -10%; WRN helicase inh: -1%

What do the screens show for `O=C(c1ccco1)N1CCN(c2ncnc3c2[nH]c2ccc(Br)cc23)CC1`?
FUS yeast rescue: inconclusive; PLK1 PBD block: -19%; PI5P4K alpha inh: -50*; IL-2 act: -0.6; EPAC1 antag: -9%; Abeta rescue: -3%; EPAC1 agonist: 3%; WRN helicase inh: -30%

How did O=S1(=O)[C@H]2C[C@@H]3C=C[C@]2(CN1Cc1ccc(C(F)(F)F)cc1)O3 do in these assays?
FUS yeast rescue: -21%; PLK1 PBD block: -6%; PI5P4K alpha inh: 1; IL-2 act: 1.4; EPAC1 antag: -3%; Abeta rescue: -3%; EPAC1 agonist: -12%; WRN helicase inh: -1%

What do the screens show for `O=C(c1ccc(S(=O)(=O)N2CCCCC2)cc1)N1CCc2ccccc2C1`?
FUS yeast rescue: 15%; PLK1 PBD block: -11%; PI5P4K alpha inh: 8; IL-2 act: -2.8; EPAC1 antag: 6%; Abeta rescue: -13%; EPAC1 agonist: -5%; WRN helicase inh: -2%

Results for COC(=O)C(C)(C)ONC(=O)Nc1ccccc1[N+](=O)[O-] ?
FUS yeast rescue: -1%; PLK1 PBD block: 0%; PI5P4K alpha inh: -3; IL-2 act: -0.7; EPAC1 antag: 1%; Abeta rescue: -16%; EPAC1 agonist: 2%; WRN helicase inh: 3%

How did CCOC1=NN(c2ccccc2)C(=O)/C1=C\N(C)C do in these assays?
FUS yeast rescue: 16%; PLK1 PBD block: -3%; PI5P4K alpha inh: -2; IL-2 act: -1.9; EPAC1 antag: -3%; Abeta rescue: 15%; EPAC1 agonist: 1%; WRN helicase inh: -6%

Results for Cc1ccc(CNC(=O)COC(=O)c2c(C)noc2C)cc1 ?
FUS yeast rescue: 16%; PLK1 PBD block: 2%; IL-2 act: -1.8; EPAC1 antag: 8%; Abeta rescue: 6%; EPAC1 agonist: -1%; WRN helicase inh: 6%

What do the screens show for `NC1=NC(=Nc2ccc(Br)cc2)c2ccccc21`?
FUS yeast rescue: 9%; PLK1 PBD block: -1%; PI5P4K alpha inh: 2; IL-2 act: 3.3; EPAC1 antag: -18%; Abeta rescue: -15%; EPAC1 agonist: 1%; WRN helicase inh: -3%[57.1 µM]

What do the screens show for `Cc1noc(C)c1COc1ccccc1C(=O)N1CCN(S(=O)(=O)c2cccc([N+](=O)[O-])c2)CC1`?
PLK1 PBD block: -1%; PI5P4K alpha inh: 3; IL-2 act: 1.0; EPAC1 antag: 10%; Abeta rescue: 8%; EPAC1 agonist: 0%; WRN helicase inh: 1%

Results for Cc1ccc(C)c(S(=O)(=O)Nc2ccccc2C(=O)Nc2ccc(S(=O)(=O)Nc3ncccn3)cc2)c1 ?
FUS yeast rescue: inconclusive; PLK1 PBD block: -16%; PI5P4K alpha inh: -15; IL-2 act: -0.7; EPAC1 antag: 3%; Abeta rescue: 2%; EPAC1 agonist: 2%; WRN helicase inh: -26%[57.1 µM]

What do the screens show for `CCN(C1CCCCC1)S(=O)(=O)c1ccc(OC)c(C)c1`?
FUS yeast rescue: 13%; PLK1 PBD block: -8%; PI5P4K alpha inh: -2; IL-2 act: 0.4; EPAC1 antag: -22%; Abeta rescue: 0%; EPAC1 agonist: 9%; WRN helicase inh: -26%

Results for COc1ccc(CCNC(=O)c2nnn(CC(=O)Nc3ccccc3)c2N)cc1OC ?
FUS yeast rescue: 23%; PLK1 PBD block: -16%; PI5P4K alpha inh: 2; IL-2 act: -2.0; EPAC1 antag: -19%; Abeta rescue: -3%; EPAC1 agonist: 0%; WRN helicase inh: inconclusive

What do the screens show for `CC(C)CC1C(=O)N(Cc2cn(Cc3ccco3)nn2)CCS(=O)(=O)N1Cc1ccc(-c2ccc(Cl)c(Cl)c2)cc1` (stereo not given)?
FUS yeast rescue: inconclusive; PLK1 PBD block: -14%; PI5P4K alpha inh: inconclusive; IL-2 act: -4.1; EPAC1 antag: -20%; Abeta rescue: -21%; EPAC1 agonist: -5%; WRN helicase inh: -14%

What do the screens show for `Cc1ccc(C2=NC(C)(C)NC2=O)cc1`?
FUS yeast rescue: -4%; PLK1 PBD block: -5%; PI5P4K alpha inh: 0; IL-2 act: -0.2; EPAC1 antag: 6%; Abeta rescue: 3%; EPAC1 agonist: -4%; WRN helicase inh: -1%

How did CCOc1ccc(S(=O)(=O)NCCC(=O)OCC(=O)c2ccc[nH]2)cc1 do in these assays?
FUS yeast rescue: 16%; PLK1 PBD block: 0%; PI5P4K alpha inh: -23; IL-2 act: -0.3; EPAC1 antag: -23%; Abeta rescue: -3%; EPAC1 agonist: -7%; WRN helicase inh: 8%

How did N#C/C(=C\c1ccccc1OCc1ccc(C(=O)O)cc1)C(=O)Nc1ccc(O)cc1 do in these assays?
FUS yeast rescue: -15%; PLK1 PBD block: inconclusive; PI5P4K alpha inh: -4; IL-2 act: 0.1; EPAC1 antag: inconclusive; Abeta rescue: -4%; EPAC1 agonist: -2%; WRN helicase inh: -21%[57.1 µM]

Results for Cc1cccc(CCN2C(N(C)C)=NC[C@@H]2CC(C)C)c1 ?
FUS yeast rescue: -19%; PLK1 PBD block: -11%; PI5P4K alpha inh: -4; IL-2 act: -5.4; EPAC1 antag: -14%; Abeta rescue: 1%; EPAC1 agonist: 7%; WRN helicase inh: -2%

What do the screens show for `O=C(Nc1cccc(Cc2ccccc2)c1)Nc1cccc2[nH]c([C@@H]3O[C@H](CO)[C@@H](O)[C@H](O)[C@H]3O)nc12`?
FUS yeast rescue: 32%; PLK1 PBD block: 1%; PI5P4K alpha inh: 3; IL-2 act: 2.4; EPAC1 antag: -8%; Abeta rescue: -4%; EPAC1 agonist: 0%; WRN helicase inh: 1%[57.1 µM]

How did CCN(CC)C(=O)[C@H]1C[C@H](CC(=O)NCCN2CCOCC2)C(=O)N2CCc3c([nH]c4cc(CCC(=O)N(C)C)ccc34)[C@]12C do in these assays?
FUS yeast rescue: -6%; PLK1 PBD block: -11%; PI5P4K alpha inh: 1; IL-2 act: -0.5; EPAC1 antag: 6%; Abeta rescue: -4%; EPAC1 agonist: 3%; WRN helicase inh: -11%

What do the screens show for `N#CC1=C(N)Oc2n[nH]c(-c3cccnc3)c2C1c1ccc([N+](=O)[O-])o1` (stereo not given)?
FUS yeast rescue: 4%; PLK1 PBD block: inconclusive; PI5P4K alpha inh: -59*; IL-2 act: -0.5; EPAC1 antag: -23%; Abeta rescue: -17%; EPAC1 agonist: -10%; WRN helicase inh: inconclusive

Results for O=C(Cn1cccc1C(=O)c1ccccc1)NCCCc1ccccc1 ?
FUS yeast rescue: -2%; PLK1 PBD block: -8%; PI5P4K alpha inh: 3; IL-2 act: -1.0; EPAC1 antag: -29%; Abeta rescue: 7%; EPAC1 agonist: 2%; WRN helicase inh: 3%

What do the screens show for `COc1ccc(-c2ccc(C(C)=O)cc2)cc1[C@H]1[C@@H]2C=CCC[C@@]2(C)C(=O)N1Cc1ccccc1`?
FUS yeast rescue: 18%; PLK1 PBD block: -8%; PI5P4K alpha inh: 1; IL-2 act: -0.2; EPAC1 antag: -9%; Abeta rescue: 5%; EPAC1 agonist: 5%; WRN helicase inh: -4%

Results for COc1ccc(-c2noc(-c3cccc(OC)c3OC)n2)cc1OC ?
FUS yeast rescue: -1%; PLK1 PBD block: -8%; PI5P4K alpha inh: -2; IL-2 act: 0.2; EPAC1 antag: 10%; Abeta rescue: -20%; EPAC1 agonist: -11%; WRN helicase inh: 2%

What do the screens show for `CCC(C(=O)NCCCN1CCOCC1)n1c2ccccc2c2nc(=O)cc(C)n21` (stereo not given)?
FUS yeast rescue: -15%; PLK1 PBD block: -5%; PI5P4K alpha inh: -1; IL-2 act: -2.2; EPAC1 antag: -5%; Abeta rescue: 4%; EPAC1 agonist: 13%; WRN helicase inh: -5%

How did CSCCC(NS(=O)(=O)c1ccc(Cl)cc1)C(=O)OCC(=O)N1CCCc2ccccc21 (stereo not given) do in these assays?
FUS yeast rescue: 26%; PLK1 PBD block: -3%; PI5P4K alpha inh: -4; IL-2 act: -0.2; EPAC1 antag: -17%; Abeta rescue: 4%; EPAC1 agonist: 11%; WRN helicase inh: 2%

How did Nc1ncnc2c1ncn2[C@@H]1O[C@H](C(=O)NCCc2ccc(F)cc2)[C@@H](O)[C@H]1O do in these assays?
FUS yeast rescue: -15%; PLK1 PBD block: 1%; PI5P4K alpha inh: 5; IL-2 act: 1.5; EPAC1 antag: -5%; Abeta rescue: -14%; EPAC1 agonist: -14%; WRN helicase inh: 0%
